# STK33 inh = STK33 kinase inhibitors, primary screen, biochemical, luminescence, ADP-Glo, MBP substrate | Serine/threonine-protein kinase 33 (Homo sapiens), Q9BYT3 | inhibition, % at 12.5 µM | 27,000 compounds, 0.44% hits | AID 2322, 2010; in the data active = inhibition above about 20%; inconclusive = no clear call, values can overlap the other calls
# Target sequence (Q9BYT3 whole entry, looked up): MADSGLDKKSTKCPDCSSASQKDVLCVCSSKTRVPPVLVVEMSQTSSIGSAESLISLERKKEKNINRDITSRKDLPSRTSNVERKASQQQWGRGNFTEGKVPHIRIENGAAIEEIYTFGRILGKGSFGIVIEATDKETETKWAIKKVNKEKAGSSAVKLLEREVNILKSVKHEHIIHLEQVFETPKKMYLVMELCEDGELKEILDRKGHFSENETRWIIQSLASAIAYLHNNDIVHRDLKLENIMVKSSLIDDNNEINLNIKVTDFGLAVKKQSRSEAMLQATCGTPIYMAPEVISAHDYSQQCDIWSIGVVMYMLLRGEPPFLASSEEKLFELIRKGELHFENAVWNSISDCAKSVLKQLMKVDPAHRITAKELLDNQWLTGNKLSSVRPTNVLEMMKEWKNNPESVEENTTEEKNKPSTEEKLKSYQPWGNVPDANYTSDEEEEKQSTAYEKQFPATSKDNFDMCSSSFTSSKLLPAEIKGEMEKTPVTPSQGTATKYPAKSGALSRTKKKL
# p53 PUMA act = mutant p53 pathway re-activators, primary screen, cell-based, SW480, luciferase, single point, HTS; SW480 PUMA-promoter luciferase, p53 mutant reactivation; AID 624151, 2012; 28,000 compounds, 1.5% hits; activation, % at 9.98 µM; in the data active = activation above about 52%; inconclusive = no clear call, values can overlap the other calls
# Numbers without * were called inactive; ? = inconclusive; nt = not tested or not shown.
# Fields – STK33 inh, p53 PUMA act
CCOc1ccc(NC(=O)Cn2ccc([N+](=O)[O-])n2)cc1
    -2, 36
C[C@H](CO)N1C[C@H](C)[C@H](CN(C)CC2CCCC2)Oc2ncc(Br)cc2C1=O
    nt, 0
CC(C)NC(=O)Nc1ccc2c(c1)CC(=O)N([C@@H](C)CO)C[C@@H](C)[C@@H](CN(C)S(=O)(=O)c1cccs1)O2
    -1, nt
C[C@H]1CN([C@@H](C)CO)C(=O)c2cc(NS(C)(=O)=O)ccc2O[C@H]1CN(C)Cc1ccc(Oc2ccccc2)cc1
    0, nt
CCc1ccccc1NC(=O)CNS(=O)(=O)c1ccc(C)cc1
    -1, 4
CC(=O)c1ccc(NC(=O)CSc2nc(-c3ccccc3)cc(=O)[nH]2)cc1
    1, 11
OCC1CCCN1CC1CC1 (centres undefined)
    nt, -18
O=C(O)CCc1ccc(-c2cccs2)n1-c1cc(Cl)ccc1O
    2, -24
COc1ccc(CSCC(N)C(=O)O)cc1Br (centres undefined)
    -6, 4
CC(C)S(=O)(=O)N1CCN(Cc2ccc(OCCO)cc2)CC1
    -6, nt

# Compound profiles (already shown). Screens in order: STK33 inh	p53 PUMA act
# Shown for `CCc1ccccc1NC(=O)CNS(=O)(=O)c1ccc(C)cc1` → -1	4
# Shown for `C[C@H](CO)N1C[C@H](C)[C@H](CN(C)CC2CCCC2)Oc2ncc(Br)cc2C1=O` → nt	0
# Shown for `OCC1CCCN1CC1CC1` (centres undefined) → nt	-18
# Shown for `CC(C)S(=O)(=O)N1CCN(Cc2ccc(OCCO)cc2)CC1` → -6	nt
# Shown for `O=C(O)CCc1ccc(-c2cccs2)n1-c1cc(Cl)ccc1O` → 2	-24

# The list continues.
# Fields – STK33 inh, p53 PUMA act
O=C(NCCO)C(=O)NCc1ccco1
    -1, -1
O=C(Cn1c(COc2ccccc2)nc2ccccc21)N1CCOCC1
    1, -12
C[C@H]1CN([C@@H](C)CO)C(=O)c2cc(-c3ccc(C(=O)N(C)C)cc3)cnc2O[C@@H]1CN(C)C(=O)c1ccncc1
    nt, 12
O=C(CSc1nc(-c2ccccc2)cc(=O)[nH]1)NCC1CCCO1 (centres undefined)
    0, 4
C[C@@H]1CN([C@@H](C)CO)C(=O)CCCn2cc(nn2)CO[C@H]1CN(C)C(=O)C1CC1
    -2, 5
NC(=O)COc1ccc(C2NC(=S)NC(c3ccccc3)=C2C(=O)c2ccccc2)cc1 (centres undefined)
    -3, -1
Cc1ccc(S(=O)(=O)NCCNc2ccccc2[N+](=O)[O-])cc1
    5, 2
C[C@@H]1CN([C@@H](C)CO)C(=O)Cc2cc(NS(=O)(=O)c3ccc(Cl)cc3)ccc2O[C@@H]1CN(C)Cc1ccncc1
    -2, nt
C[C@H](CO)N1C[C@H](C)[C@H](CN(C)Cc2ccc(Cl)c(Cl)c2)Oc2ccc(NS(=O)(=O)c3cn(C)cn3)cc2CC1=O
    -1, nt
CC(C)NC(=O)N(C)C[C@@H]1Oc2ncc(C#Cc3ccccc3F)cc2C(=O)N([C@@H](C)CO)C[C@@H]1C
    nt, -2
C/C=C/c1cnc2c(c1)C(=O)N([C@H](C)CO)C[C@@H](C)[C@H](CN(C)S(=O)(=O)c1cccs1)O2
    nt, -3
CCCCCCCCNC(C)C(O)c1ccc(SC(C)C)cc1 (centres undefined)
    3, -57
Cc1noc(C)c1NC(=O)N(C)C[C@@H]1OCCCC[C@@H](C)Oc2ccc(NC(=O)Nc3ccccc3)cc2C(=O)N([C@H](C)CO)C[C@@H]1C
    -2, nt
CC(C)CC#Cc1ccc2c(c1)O[C@H](CN(C)Cc1ccncc1)[C@@H](C)CN([C@@H](C)CO)S2(=O)=O
    nt, -35
CC(C)=CCC/C(C)=C/CC/C(C)=C/Cc1c(C)cc(O)cc1O
    -11, -7
Cn1nc(C(C)(C)C)cc1C(=O)NN1CCOCC1
    nt, 14
CCc1c(O)nc(SCC(=O)Nc2ccc(C(C)=O)cc2)[nH]c1=O
    -2, 11
Cc1cc(N(CC(=O)Nc2ccc(Oc3ccccc3)cc2)S(C)(=O)=O)ccc1Br
    0, 6
C[C@@H]1CCCCO[C@H](CN(C)C(=O)CCC(F)(F)F)[C@@H](C)CN([C@H](C)CO)C(=O)c2cc(NC(=O)c3ccccc3)ccc2O1
    1, nt
C[C@@H]1CN([C@H](C)CO)C(=O)c2cccc(NC(=O)c3nc4ccccc4s3)c2O[C@@H]1CN(C)S(=O)(=O)c1cccs1
    nt, 3
COc1cccc(-c2cnc3c(c2)C(=O)N([C@@H](C)CO)C[C@@H](C)[C@H](CN(C)Cc2ccncc2)O3)c1
    nt, 4
NC(=O)NCC#Cc1ccc2c(c1)[C@]1(C(=O)N2)[C@H](c2ccccc2OCCO)N2[C@H](c3ccccc3)[C@H](c3ccccc3)OC(=O)[C@H]2[C@@H]1C(=O)NC[C@H](O)c1ccccc1
    13, nt
C[C@@H]1CN([C@H](C)CO)C(=O)c2cc(NC(=O)Cn3cnnn3)ccc2O[C@@H]1CN(C)C(=O)Nc1ccccc1
    nt, 11
COc1ccc(NC(=O)Nc2ccc3c(c2)C(=O)N([C@H](C)CO)C[C@H](C)[C@H](CN(C)C(=O)Cc2ccccc2)OCCCC[C@@H](C)O3)cc1
    0, 1
C[C@H]1CCCCO[C@H](CN(C)C(=O)CCC(F)(F)F)[C@@H](C)CN([C@@H](C)CO)C(=O)c2cc(NS(C)(=O)=O)ccc2O1
    nt, 17
O=C(C[C@@H]1C[C@@H]2c3cc(NS(=O)(=O)c4ccc(F)cc4)ccc3O[C@@H]2[C@@H](CO)O1)NCc1ccncc1
    nt, 6
C[C@H]1CN([C@@H](C)CO)C(=O)c2cccc(NC(=O)C3CCOCC3)c2O[C@H]1CN(C)Cc1ccc(Oc2ccccc2)cc1
    nt, 1
C[C@H](CO)N1C[C@H](C)[C@H](CN(C)CC2CC2)Oc2ccc(NC(=O)CCN3CCOCC3)cc2C1=O
    0, nt
C[C@@H]1CN([C@H](C)CO)C(=O)Cc2cc(NS(=O)(=O)c3ccccc3)ccc2O[C@H]1CN(C)Cc1ccc(Oc2ccccc2)cc1
    5, nt
C[C@H]1CN([C@@H](C)CO)C(=O)CCCn2nncc2CO[C@H]1CN(C)C(=O)c1cc(-c2ccccc2)on1
    0, nt

# Of the compounds above, these contain two or more sulfur atoms:
# Fields – STK33 inh, p53 PUMA act
CC(C)NC(=O)Nc1ccc2c(c1)CC(=O)N([C@@H](C)CO)C[C@@H](C)[C@@H](CN(C)S(=O)(=O)c1cccs1)O2
    -1, nt
C/C=C/c1cnc2c(c1)C(=O)N([C@H](C)CO)C[C@@H](C)[C@H](CN(C)S(=O)(=O)c1cccs1)O2
    nt, -3
C[C@@H]1CN([C@H](C)CO)C(=O)c2cccc(NC(=O)c3nc4ccccc4s3)c2O[C@@H]1CN(C)S(=O)(=O)c1cccs1
    nt, 3

# Carrying on:
# Fields – STK33 inh, p53 PUMA act
COC(=O)c1ccccc1NC(=O)Cn1nnc(-c2ccc(OC)cc2)n1
    2, 1
Cc1cccc(N=C2SCC(=O)N2c2cccc(C)c2)c1
    nt, 1
COc1c(Cl)cc(C(=O)Nc2sc3c(c2C(=O)NC2CCS(=O)(=O)C2)CCC(C)C3)cc1Cl (centres undefined)
    -4, -13
C[C@@H]1CN([C@H](C)CO)C(=O)c2cc(NC(=O)Nc3cccc4ccccc34)ccc2O[C@H]1CN(C)Cc1ccc(Oc2ccccc2)cc1
    6, nt
COC(=O)C(CC#Cc1ccc2c(c1)[C@]1(C(=O)N2)[C@H](C(=O)NC[C@H](O)c2ccccc2)[C@H]2C(=O)O[C@H](c3ccccc3)[C@H](c3ccccc3)N2[C@@H]1c1ccc(O)cc1)C(=O)OC
    5, nt
Cc1cccc(-n2c(C)nnc2SCC(=O)Nc2ccc(Br)cc2F)c1
    0, 27
Cc1noc(C)c1S(=O)(=O)Nc1cccc2c1O[C@@H](CN(C)Cc1ccc(Oc3ccccc3)cc1)[C@@H](C)CN([C@@H](C)CO)C2=O
    nt, -4
O=C(Cn1cnc([N+](=O)[O-])c1)Nc1ccc(Cl)cc1Cl
    -1, -36
c1ccc2c(c1)[nH]c1nc(SCCN3CCOCC3)nnc12
    -2, 8
C[C@]12CCC3C(CC[C@@H]4C[C@H](O)CC[C@]34C)C1CC[C@]2(O)C(=O)CO (some centres undefined)
    0, -81
O=C(COc1cc(Cl)c(Cl)cc1Cl)Nc1ccccc1C(=O)N1CCCCC1
    ?, 5
COc1ccc(OC)c(NC(=O)CNC(=O)c2cccs2)c1
    -1, 5
COc1ccc(NC(=O)N(C)C[C@H]2Oc3ccc(NC(=O)C4CCCCC4)cc3CC(=O)N([C@H](C)CO)C[C@H]2C)cc1
    -2, nt
Cc1ccc(S(=O)(=O)NCC(=O)N2CCN(c3ccccn3)CC2)cc1
    0, 0
C[C@H]1CN([C@@H](C)CO)C(=O)CCCn2cc(nn2)CO[C@H]1CN(C)S(=O)(=O)c1cccc(C#N)c1
    0, nt
C[C@H]1CN([C@@H](C)CO)C(=O)Cc2cc(NS(=O)(=O)c3ccccc3)ccc2O[C@H]1CN(C)CC1CCCCC1
    -2, nt
C[C@H]1CN([C@@H](C)CO)C(=O)CCCn2cc(nn2)CO[C@H]1CN(C)S(=O)(=O)c1ccc2c(c1)OCCCO2
    0, 15
Cc1ccc([N+](=O)[O-])cc1N(CC(=O)O)S(C)(=O)=O
    0, -13
Cc1ccc(C)c(NS(=O)(=O)c2cc(C(=O)Nc3cccc(N(C)S(C)(=O)=O)c3)ccc2C)c1
    7, -13
COc1cccc(N(CC(=O)Nc2c(C)cc(C)cc2C)S(C)(=O)=O)c1
    2, 6
NC(=O)C1(N2CCCCC2)CCN(CC(=O)Nc2ccc(F)c(Cl)c2)CC1
    4, -11
Cc1ccc(C)c(OCCCCSc2ncccn2)c1Cl
    -3, 39
C[C@@H]1CCCCO[C@@H](CN(C)C(=O)Nc2cccc3ccccc23)[C@@H](C)CN([C@H](C)CO)C(=O)c2cc(NC(=O)C3CCCCC3)ccc2O1
    2, nt
CC(C)c1ccc(OCC(O)Cn2cnc3ccccc32)cc1 (centres undefined)
    1, 13
COc1ccc(NC(=O)Nc2cccc3c2O[C@@H](CN(C)S(=O)(=O)c2ccc(OC)cc2)[C@H](C)CN([C@@H](C)CO)C3=O)cc1
    nt, 0
C[C@H]1CN([C@@H](C)CO)C(=O)Cc2cc(NC(=O)Nc3ccc4c(c3)OCO4)ccc2O[C@@H]1CN(C)C(=O)NC1CCCCC1
    nt, 5
O=C1C(=O)N(Cc2ccco2)C(c2cccc(Oc3ccccc3)c2)C1C(=O)c1cccs1 (centres undefined)
    0, 4
O=C(Cn1c2ccccc2n2nc(-c3ccco3)nc12)c1ccccc1
    15, 9
O=C(Cc1ccccc1)NC1CCN(C(=O)c2cccs2)CC1
    0, nt
Cc1coc(C)c1C(=O)CC1(O)C(=O)N(Cc2ccc(Cl)cc2)c2ccccc21 (centres undefined)
    7, -14
C[C@@H](NC(=O)C[C@H]1C[C@@H]2c3cc(NC(=O)Nc4ccccc4F)ccc3O[C@@H]2[C@@H](CO)O1)c1ccccc1
    nt, -11
COc1cccc(S(=O)(=O)N(C)C[C@@H]2Oc3ncc(C#Cc4ccc(F)cc4)cc3C(=O)N([C@H](C)CO)C[C@@H]2C)c1
    7, nt
C[C@@H]1CN([C@H](C)CO)C(=O)c2cc(NS(=O)(=O)c3cccs3)ccc2O[C@@H]1CN(C)Cc1ccc2c(c1)OCO2
    1, nt
C[C@H]1CN([C@@H](C)CO)C(=O)c2cccc(NC(=O)Nc3ccc4c(c3)OCO4)c2O[C@@H]1CN(C)C(=O)NC1CCCCC1
    nt, 1
CCCNC(=O)N(C)C[C@@H]1Oc2ncc(-c3ccccc3)cc2C(=O)N([C@@H](C)CO)C[C@H]1C
    nt, 12
C[C@@H]1CN([C@@H](C)CO)C(=O)c2cc(-c3cccc(F)c3)cnc2O[C@H]1CN(C)C(=O)Nc1cc(F)ccc1F
    nt, 20
O=C(COc1ccc(Cl)cc1)Nc1cccnc1
    5, 29
C[C@@H]1CCCCO[C@H](CN(C)C(=O)Cc2ccccc2)[C@@H](C)CN([C@H](C)CO)C(=O)c2cc(NC(=O)Nc3ccc4c(c3)OCO4)ccc2O1
    0, -3
Cc1ccc(S(=O)(=O)N(C)C[C@H]2Oc3ccc(NC(=O)C4CCCCC4)cc3CC(=O)N([C@@H](C)CO)C[C@H]2C)cc1
    4, nt
Cc1noc(C)c1NC(=O)N(C)C[C@H]1Oc2ccc(NC(=O)Nc3ccc(F)cc3)cc2C(=O)N([C@@H](C)CO)C[C@H]1C
    nt, -11
C[C@H]1CN([C@@H](C)CO)C(=O)c2cccc(NC(=O)NC3CCCCC3)c2O[C@H]1CN(C)C(=O)Nc1cccc2ccccc12
    nt, -9
C[C@H](CO)N1C[C@H](C)[C@@H](CN(C)S(=O)(=O)c2cccs2)Oc2ccc(N(C)C)cc2CC1=O
    nt, -1
CNC[C@@H]1Oc2ccc(NC(=O)Nc3ccc4c(c3)OCO4)cc2C(=O)N([C@H](C)CO)C[C@H]1C
    nt, -14
COc1ccc(-c2nc3cc4c(cc3o2)Oc2ccccc2N4)cc1
    7, nt
COc1cc(S(=O)(=O)NCCN2CCOCC2)c(OC)cc1Cl
    1, -7
C[C@H](O)C#Cc1ccc2c(c1)O[C@H](CN(C)Cc1ccccc1)[C@H](C)CN([C@H](C)CO)S2(=O)=O
    nt, 6
COc1ccc(CN(C)C[C@@H]2OCCCC[C@H](C)Oc3ccc(NC(=O)Nc4c(C)noc4C)cc3C(=O)N([C@H](C)CO)C[C@H]2C)cc1
    nt, -1
Cc1noc(C)c1S(=O)(=O)Nc1ccc2c(c1)C(=O)N([C@H](C)CO)C[C@H](C)[C@@H](CN(C)S(=O)(=O)c1ccccc1)O2
    1, nt

# Compound activity as filed in PubChem BioAssay.

# Only part of the results is shown; rates above refer to the full screens.
